# sgs1 mgt1: NCI yeast anticancer drug screen, S. cerevisiae sgs1 mgt1 strain; growth inhibition, % at 50 µM; actives 10% (n = 78,000); AID 161;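 further: 0% = growth of vehicle-only cultures of the same strain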
#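 Compounds are added to genetically altered yeast, and growth is compared with cultures given vehicle alone to give percent inhibition.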
# yeast mec2-1: NCI yeast anticancer drug screen, S. cerevisiae mec2-1 strain; % growth inhibition at 50 µM; actives 9% (n = 79,000); AID 157;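 further: 0% = growth of vehicle-only cultures of the same strain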
#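 Cells of the genetically defined mec2-1 yeast strain are incubated with test compound. Inhibition of growth is calculated against vehicle-treated controls.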
# cln2 rad14: NCI yeast anticancer drug screen, S. cerevisiae cln2 rad14 strain | % growth inhibition at 50 µM | actives 8.3% (n = 78,000) | AID 165;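 further: 0% = growth of vehicle-only cultures of the same strain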
#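 Growth of compound-exposed yeast (cln2 rad14 genotype) measured and expressed as inhibition relative to vehicle.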
# yeast bub3: NCI yeast anticancer drug screen, S. cerevisiae bub3 mutant strain. actives 9.9% (n = 78,000). growth inhibition, % at 50 µM. AID 167;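 further: 0% = growth of vehicle-only cultures of the same strain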
#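 Mutant yeast screening strain plus compound; vehicle-treated cultures serve as the 0% inhibition reference.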
# yeast rad50: NCI yeast anticancer drug screen, S. cerevisiae rad50 strain; actives 10% (n = 79,000); growth inhibition, % at 50 µM;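 further: 0% = growth of vehicle-only cultures of the same strain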
#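 Relative growth inhibition (compound vs vehicle) was measured in yeast with a defined repair-gene alteration.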
# yeast mlh1 rad18: NCI yeast anticancer drug screen, S. cerevisiae mlh1 rad18 strain | growth inhibition, % at 50 µM | actives 11% (n = 79,000);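 further: 0% = growth of vehicle-only cultures of the same strain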
#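 In this whole-cell yeast screen, a strain with altered DNA damage repair is challenged with compound, and its growth is measured against matched vehicle-treated controls.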
# An asterisk follows results filed as active. No stated cut-off is given here; in the data, active means growth inhibition above about 70%; inactive means the rest.
compound,sgs1 mgt1,yeast mec2-1,cln2 rad14,yeast bub3,yeast rad50,yeast mlh1 rad18
c1ccc2nc3ccccc3nc2c1,28,41,42,33,77*,75*
CN(CC(=O)NC(=O)c1ccccc1)Cc1ccccc1,4,-9,-37,4,-2,-8
O=C(Nc1ccc(S(=O)(=O)N2CCCCC2)cc1)OC1CCCC1,1,15,19,15,4,-13
CC(=O)Nc1ccc(/C=N\N2C(=O)/C(=C/c3ccc(NC(C)=O)cc3)SC2=S)cc1,-3,11,3,-4,35,19
Cc1cc(C)c(NC(=O)/C=C/C(=O)O)c(C)c1,22,16,-16,18,20,22
COc1cccc(N2C(=O)C3c4[nH]c5ccccc5c4C4CCCC4C3C2=O)c1 (stereo not given),-21,-47,-8,-50,-36,-22
CCc1ccccc1NC(=O)CCc1nc(=S)[nH][nH]1,3,10,32,20,-25,6
Cc1cc(=O)[nH]c(N/N=C/c2ccc(O)cc2)n1,-15,-44,3,-30,-29,-27
Cc1cc(=O)[nH]c(N/N=C/c2ccc(N(C)C)cc2)n1,-4,-27,9,-5,5,-2
Nc1cc(Cl)ccc1N1C(=O)CCC1=O,-21,-18,8,7,-22,7
O=C(NC1CCN(Cc2ccccc2)CC1)c1cccc(I)c1,81*,58,82*,70*,52,67
COc1ccc(C(=O)NCCN(C)C)c2nc3ccccc3cc12,31,71*,11,-32,82*,20
COC(=O)/C=C/n1ccc(=O)cc1,5,1,-12,-1,19,26
C/C(=N/NC(=O)Nc1ccc(N=Nc2ccccc2)cc1)c1cccnc1,20,-10,-2,11,13,14
C1CCC(CCC2CCCC[N-]2)[N-]C1.[I][Co][I] (stereo not given),47,28,-3,34,48,44
CC(C)=NOC(=O)OC[C@H]1O[C@@H](n2cnc3c(N)ncnc32)C(O)C1O (stereo not given in full),-12,-57,-3,-24,-56,-24
CC(C)c1cc2c(cc1S(=O)(=O)O)[C@@]1(C)CCC[C@@](C)(C(=O)O)C1CC2 (stereo not given in full),-24,-16,-8,-27,-42,-32
CC(=O)N1C=C2CCC3c4ccccc4NC3C2CC1 (stereo not given),34,4,-29,-5,33,19
O=C(Cc1ccccc1)NNC1CCCC1,-18,28,43,20,22,25
CCOC(=O)C(Cc1ccc(O)c(C=O)c1)NC(C)=O (stereo not given),0,-7,-9,0,-20,-2
COc1ccc(Cl)cc1NN,2,12,6,13,4,14
C1=CCC(C(Nc2nncs2)Nc2nncs2)CC1 (stereo not given),20,4,7,-25,6,9
CCc1c(N)nc(=O)[nH]c1C(=O)O,10,0,-26,-26,-5,-17
COC(=O)[C@@H](O)[C@]1(C(=O)OC)C2O[C@@H](OC)[C@@H]1CCCCCC[C@H]2O,-7,0,2,9,-2,-2
CC[N+](C)(CC)CCNC(=O)C(c1ccccc1)c1ccccc1,21,-1,0,7,46,16
CC(=O)Nc1cccc(/C=C/c2ccc([N+](=O)[O-])cc2)c1,53,43,32,46,53,89*
Ic1cccs1,7,-3,-7,-4,35,12
CN(C)C(=O)C(c1ccccc1)C(c1ccccc1)N(C)C=O (stereo not given),0,-2,-3,-8,-4,25
COC1CCC2CC3(CCC2(C)C1O)OCCO3 (stereo not given),-1,1,-12,26,1,-14
C#CCOC(=O)Nc1cccc(Cl)c1,24,-12,-20,-12,46,16
CC1(C)CC([NH-])(C(=O)O)CC(C)(C)N1O.CC1(C)CC([NH-])(C(=O)O)CC(C)(C)N1O.[Cu+2],16,-18,-20,1,28,5
CC(C)OC(=O)Oc1ccc(Cl)cc1Cl,10,-19,-47,-10,6,3
CC(=O)NC1CC(C(C)(C)NC(C)=O)CC=C1C (stereo not given),-21,-18,0,-14,8,-31
COc1ccc(/C=C/C(=N\NC(=O)c2ccccc2)c2sc(Nc3ccc([N+](=O)[O-])cc3)nc2C)cc1OC,11,2,23,31,-13,-10
Cc1ccc(C(=O)/C=C/c2ccccc2)cc1,37,14,-22,9,52,82*
NC(Cc1cccc(O)c1)C(=O)O (stereo not given),-6,-42,5,0,-11,-5

# Ordered by SMILES length (high to low): part of the list above.
compound,sgs1 mgt1,yeast mec2-1,cln2 rad14,yeast bub3,yeast rad50,yeast mlh1 rad18
CC(=O)Nc1cccc(/C=C/c2ccc([N+](=O)[O-])cc2)c1,53,43,32,46,53,89*
CC[N+](C)(CC)CCNC(=O)C(c1ccccc1)c1ccccc1,21,-1,0,7,46,16
CC(=O)NC1CC(C(C)(C)NC(C)=O)CC=C1C (stereo not given),-21,-18,0,-14,8,-31

# Other compounds:
compound,sgs1 mgt1,yeast mec2-1,cln2 rad14,yeast bub3,yeast rad50,yeast mlh1 rad18
c1ccc2c(c1)CC1ON3CCc4ccccc4C3C21 (stereo not given),5,3,1,13,7,-6
CSc1ccc(NC(=O)Nc2cc(C)c(C)cc2C)cc1,7,2,21,14,17,3
CCCCOc1ccc(OCCCC)cc1,4,-12,3,0,13,20
c1ccc(B2OCCO2)c(CN2CCCC2)c1,6,-4,14,6,11,29
O=CNC(Cc1ccccc1)c1ccc(OCc2ccccc2)cc1 (stereo not given),2,5,31,32,1,17
C[C@]12CC[C@@H]3c4ccc(OS(C)(=O)=O)cc4CC[C@H]3[C@@H]1CC[C@@H]2OS(C)(=O)=O,23,0,22,11,31,10
Cc1cccc(C)c1NC(=O)CCC(=O)CC(=O)c1ccncc1,-23,-11,40,-5,16,-4
CC/C=C/C(CCCC)(C(=O)OCC)C(=O)OCC,6,-3,-20,19,-8,18
COc1ccc(C2OC(=N)C(=S)N2C)c(OC)c1 (stereo not given),-12,0,-20,-3,2,2
COc1ccc(COC(=O)Nc2cccc(Cl)c2)cc1OC,20,30,-24,31,-12,36
O=C1C=C(c2ccccc2)C(O)(c2ccccc2)/C1=C/C=C/c1ccccc1 (stereo not given),6,-14,-12,-5,-4,-8
CC1(C)OC2COC3OC(C)(C)OC3(CO)C2O1 (stereo not given),-6,-18,-5,20,-2,5
NNC(=O)CCc1ccncc1,2,-6,3,0,7,4
Nc1ccccc1N,14,-13,-4,-30,-8,0
COC(=O)c1ccccc1NC(=O)/C(=N\NC(C)(C)C)C(C#N)c1nc(-c2ccc([N+](=O)[O-])cc2)cs1 (stereo not given),-1,14,19,26,-4,-8
Cc1[nH]c(=O)[nH]c(=O)c1/C=C\C(=O)NC(C)(C)CO,18,21,24,13,16,29
C#CCSC(=S)NNc1ccccc1,33,29,6,61,33,25
CSCCCN(CCCSC)CCCSC,0,-13,6,4,-13,-27
CC1C(=O)C=C(c2ccccc2)C1(O)c1ccccc1 (stereo not given),18,-17,19,-13,-3,3
N/C(=N\N=C/c1cc([N+](=O)[O-])cc([N+](=O)[O-])c1O)NO,14,13,26,0,22,23
CC(=O)Nc1cnc2c(nc3cc(C)ccn32)c1C,-20,-9,-10,-1,-5,-10
Cc1cc2c(=O)c3ccccc3oc2c(C(=O)O)c1C,-51,-6,12,-2,-7,-4
Cn1c(=O)c2nc(-c3ccc(Cl)cc3)oc2n(C)c1=O,-7,-12,-21,-5,-21,-2
CC(C)(C)/C(O)=C/c1nc2ccc(Cl)cc2[nH]c1=O,13,12,20,22,27,50

# Look-ups from above:
# `CC1(C)OC2COC3OC(C)(C)OC3(CO)C2O1` (stereo not given) in yeast bub3 shows 20
# `Nc1ccccc1N` in yeast mec2-1 shows -13

# (list continues)
compound,sgs1 mgt1,yeast mec2-1,cln2 rad14,yeast bub3,yeast rad50,yeast mlh1 rad18
CS/C(=N\C(=S)Nc1ccccc1)Nc1ccccc1,96*,99*,97*,99*,99*,98*
CCOC(=O)c1coc(C(=O)OCC)c1C(=O)OCC,5,-18,-3,5,-5,5
O=C1OC(/C=C/c2ccccc2)=NC/1=C\c1ccccc1O,20,9,23,1,16,7
COC(=O)[C@]1(C)OP(OC)(OC)(OC)O[C@]1(C)C(=O)OC,3,-10,-41,-2,-3,-2
CCCc1[nH]n(-c2ccccc2)c(=O)c1N=Nc1ccc(Cl)cc1,-10,-7,-5,-8,-4,-1
Cc1c(Br)cc(C(=O)O)c(O)c1Br,20,2,-29,-27,-5,3
CCCCCCC(=O)C1OC1C(=O)CCCCCCCC(=O)O (stereo not given),22,26,37,0,8,10
CCN(CC)CCCC(C)Nc1ccnc2c(Cl)cccc12 (stereo not given),22,14,23,5,16,2
O=C1/C(=C2\CCc3ccccc32)Cc2ccccc21,-4,6,-2,35,14,8
CC(C)CC(CC(C)C)OP(=O)(O)OC(CC(C)C)CC(C)C,77*,82*,85*,70*,80*,79*
CCN(CC)c1ccc(-c2ccccc2)cc1,-8,5,-69,3,28,8
CC(O)C1CCCCN1 (stereo not given),-9,-1,10,14,3,-1

# The closing 2 records of the part before lead into the next.
compound,sgs1 mgt1,yeast mec2-1,cln2 rad14,yeast bub3,yeast rad50,yeast mlh1 rad18
CCN(CC)c1ccc(-c2ccccc2)cc1,-8,5,-69,3,28,8
CC(O)C1CCCCN1 (stereo not given),-9,-1,10,14,3,-1
N#C/C(=C\c1ccc(C#N)cc1)C(=O)O,-30,-3,3,-14,-17,10
CCc1cccc(C)c1NC(=O)CC1C(=O)Nc2ccccc2S1=O (stereo not given),13,-1,-64,10,-6,27
CC(C)N(C(=O)c1ccc(Cl)cc1Cl)C(C)C,-5,10,-17,0,-6,7
CCOC(=O)C1Nc2ccc([N+](=O)[O-])cc2[C@H]2OCC[C@@H]12 (stereo not given in full),-12,-18,10,-17,1,-14
COc1cc(CC(=S)C(=O)O)ccc1O,1,-11,31,4,21,13
Clc1ccc(C(Cl)c2ccc(Cl)cc2)cc1,-15,-24,-11,-19,-17,-15
Cc1c(N=O)c(=O)n(-c2ccccc2)n1C,-1,-27,-23,2,-21,-5
Nc1ccc(Cl)c(Cl)c1Cl,52,-6,31,43,41,36
Nc1ccc(-c2nc(N)nc(N)n2)cc1,25,-3,22,-15,3,7
CN(C)Cc1cccc(-c2ccccc2)c1O,12,-5,-16,5,22,17
N#CC(C#N)=NO (tested in a mixture with another compound),-8,7,-1,5,12,6
Cc1cc(C)c(O)c(C)c1C,-9,-2,-16,13,-10,-8

# Reformatted: two of the compounds above
# The line under a structure holds: sgs1 mgt1, yeast mec2-1, cln2 rad14, yeast bub3, yeast rad50, yeast mlh1 rad18
COC(=O)c1ccccc1NC(=O)/C(=N\NC(C)(C)C)C(C#N)c1nc(-c2ccc([N+](=O)[O-])cc2)cs1 (stereo not given)
 : -1, 14, 19, 26, -4, -8
COC(=O)[C@@H](O)[C@]1(C(=O)OC)C2O[C@@H](OC)[C@@H]1CCCCCC[C@H]2O
 : -7, 0, 2, 9, -2, -2

# Next part:
compound,sgs1 mgt1,yeast mec2-1,cln2 rad14,yeast bub3,yeast rad50,yeast mlh1 rad18
O=C1NC2(CCCCC2)C(=O)N1CO,2,3,5,-2,0,8
O=C1c2ccccc2-c2c1c1ccccc1n2S(=O)(=O)c1ccccc1,-18,0,-7,0,-12,-3
O=C(O)CC(Cc1ccccc1Cl)C(=O)O (stereo not given),-28,2,-5,-23,-5,5
O=C1NNC2NC(=O)C3(NN2C1=O)c1ccccc1-c1ccccc13 (stereo not given),0,-22,-6,-12,-18,-15
Cc1ccc(S(=O)(=O)NCC(=O)NCC(=O)Oc2c(Cl)c(Cl)c(Cl)c(Cl)c2Cl)cc1,68,29,14,2,63,43
CCCCCCCCCC(=O)c1ccc(O)c(O)c1O,93*,92*,91*,90*,90*,90*
COc1ccc2cc(-c3ccc(OC)c(OC)c3)c(=O)oc2c1,-8,-10,-9,-7,-12,-18
Cc1c(-c2nnc(-c3ccccc3)o2)c(=O)n(-c2ccccc2)n1C,-30,-7,-27,-26,-7,-22
CCOC(=O)c1c(C)nc(C)nc1N,-10,-2,-41,-22,0,2
O=C(O)C(Cc1ccccc1)N1C(=O)c2ccccc2C1=O (stereo not given),-36,-18,-20,-36,2,6
CCOc1cc(=O)cc2n(-c3cc(OCC)c(OC)c(OCC)c3)c3ccccc3nc1-2,24,12,22,-1,38,-1
CC(CCOS(C)(=O)=O)OS(C)(=O)=O (stereo not given),1,-5,-3,9,8,-8
COC(=O)CC1c2ccccc2N2C(=O)Cc3c([nH]c4ccccc34)C12 (stereo not given),-2,3,-1,8,13,-15
CCCCC1(CO)NC(=O)NC1=O (stereo not given),-9,-14,9,3,-4,-1
CCOC(=O)C(F)C(Br)C(=O)OCC (stereo not given),92*,92*,90*,91*,90*,90*
Clc1cc2nc(C3CCCO3)[nH]c2cc1Cl (stereo not given),30,2,5,20,24,55
COCCCNC(=O)CS(=O)(=O)c1ccc(C)cc1,-11,-19,-49,-6,18,18
CCCCCC(CCCC)OC(=O)Nc1ccccc1 (stereo not given),10,8,-7,-1,-4,5
CC1CCCCN1CCCO (stereo not given),-22,-32,3,-15,15,17
Cc1n[n+]([O-])c(C)cc1[N+](=O)[O-],86*,45,76*,65,94*,92*

# Screening data: PubChem BioAssay, NCI
